Screening data as filed in PubChem.
MCL1 BIM primary – inhibitors of human MCL1 binding to BIM-BH3 peptide; Q07820; GST-MCL1 / FITC-Bim-BH3 fluorescence polarization; inhibition, % at 10.9 µM; hit rate 0.68% among 320,000;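 active means inhibition above the mean inhibition of all tested compounds plus 3 SD, set per campaign, cut at about 40% in these data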;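 further: 0% = DMSO wells and 100% = unlabeled Bim-BH3 peptide control; higher means more loss of mP so more displacement of Bim peptide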
MEX-5 binding – C. elegans MEX-5 TCR-2 RNA binding activity | hit rate 0.38% among 300,000 | activity score (negative = inhibition of binding), % at 10 µM | AID 1832 | Q9XUB2 | MEX-5/FITC-TCR2 RNA binding, fluorescence polarization; hits give low values;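 active means inhibition past about -25% in most replicates, and total fluorescence under double the plate's negative control median, limit read from the data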;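 further: 0% = DMSO and -100% = 5 µM competing unlabeled TCR2 RNA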
PAD4 inh – inhibitors of human PAD4; hit rate 0.41% among 330,000; Q9UM07; AID 485272; inhibition, % at 6.36 µM; recombinant PAD4, RCA probe fluorescence polarization;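 active means percent inhibition above a cutoff equal to the mean of all tested compounds plus 3 SD, cut at about 15% in these data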;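 further: 0% = PAD4 with RCA probe and DMSO and 100% = probe without PAD4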
Bcl-xL primary – blocks human Bcl-xL binding to Bim BH3 peptide; Q07817; GST-Bcl-xL / FITC-Bim BH3 peptide fluorescence polarization; inhibition, % at 10.9 µM; hit rate 0.7% among 320,000; AID 2129;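 active means inhibition above the mean of all tested compounds plus 3 SD, cutoff set per campaign, cut at about 30% in these data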;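 further: 0% = DMSO wells and 100% = unlabeled Bim-BH3 peptide competitor; inhibitors lower millipolarization by displacing the labeled peptide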
Target sequence (Q07817 whole entry, looked up): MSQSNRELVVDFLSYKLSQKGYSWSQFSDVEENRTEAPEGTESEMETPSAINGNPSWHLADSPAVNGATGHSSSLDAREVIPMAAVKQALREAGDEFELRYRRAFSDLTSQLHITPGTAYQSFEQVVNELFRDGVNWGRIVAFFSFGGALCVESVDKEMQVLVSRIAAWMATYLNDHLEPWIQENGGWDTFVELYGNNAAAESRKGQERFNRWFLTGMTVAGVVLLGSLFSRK
TPT1 inhibitor – C. albicans TPT1 enzyme inhibition; recombinant caTPT1, FP RNA substrate dephosphorylation; inhibition, % at 5 µM; hit rate 0.81% among 300,000;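 active means inhibition above the mean of all tested compounds plus 3 SD, set per screening campaign, cut at about 24% in these data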;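 further: plate controls were DMSO alone for no effect and ferristatin control at 100 nM for full effect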
GSTO1 counter – GSTO1 inhibition, counter-screen for RBBP9 inhibitors; recombinant GSTO1, activity-based probe fluorescence polarization; inhibition, % at 5.96 µM; hit rate 1.1% among 300,000; AID 1974;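 active means inhibition above the campaign mean inhibition plus 3 SD, cut at about 35% in these data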;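 further: 0% = GSTO1-1 with DMSO and 100% = wells lacking GSTO1-1 enzyme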
Target sequence (P78417 whole entry, looked up): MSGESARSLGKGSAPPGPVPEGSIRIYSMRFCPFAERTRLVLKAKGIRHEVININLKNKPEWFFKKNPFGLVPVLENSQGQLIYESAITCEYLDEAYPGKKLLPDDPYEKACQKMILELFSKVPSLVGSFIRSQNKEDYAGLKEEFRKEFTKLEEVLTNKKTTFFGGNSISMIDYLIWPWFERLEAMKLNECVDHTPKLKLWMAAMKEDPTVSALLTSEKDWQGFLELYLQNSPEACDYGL
PME-1 primary – blocks human protein phosphatase methylesterase 1 | recombinant PME-1, FP-Rh probe fluorescence polarization | inhibition, % at 5.9 µM | hit rate 0.53% among 320,000 | AID 2130;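 active means inhibition above the campaign mean of all compounds plus 3 SD, cut at about 26% in these data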;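 further: competitive labeling of PME-1 active site by serine hydrolase directed probe; 0% = PME-1 with DMSO and 100% = wells lacking PME-1 enzyme; inhibitors block probe labeling so polarization falls and inhibition rises; many of its hits are not listed in these tables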
Fam108B inh – counter-screen for RBBP9 inhibitors: inhibitors of mouse Fam108B; recombinant Fam108B, FP-Rh probe fluorescence polarization; hit rate 0.33% among 300,000; inhibition, % at 9.51 µM;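 active means inhibition above the screen mean inhibition plus 3 SD, computed separately per campaign, cut at about 18% in these data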;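 further: inhibitors lower polarization as less probe binds the enzyme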
GLD-1 RNA inh – GLD-1-TGE RNA interaction inhibition (C. elegans); inhibition, % at 5.96 µM; Q17339; purified GLD-1 + fluorescein TGE RNA, fluorescence polarization; hit rate 0.44% among 320,000; AID 2280;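 active means percent inhibition above a per-plate cutoff, the plate mean of test compounds plus 3 SD, cut at about 30% in these data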;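 further: 0% = DMSO wells with GLD-1 and probe and 100% = wells lacking GLD-1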
Target sequence (Q17339 whole entry, looked up): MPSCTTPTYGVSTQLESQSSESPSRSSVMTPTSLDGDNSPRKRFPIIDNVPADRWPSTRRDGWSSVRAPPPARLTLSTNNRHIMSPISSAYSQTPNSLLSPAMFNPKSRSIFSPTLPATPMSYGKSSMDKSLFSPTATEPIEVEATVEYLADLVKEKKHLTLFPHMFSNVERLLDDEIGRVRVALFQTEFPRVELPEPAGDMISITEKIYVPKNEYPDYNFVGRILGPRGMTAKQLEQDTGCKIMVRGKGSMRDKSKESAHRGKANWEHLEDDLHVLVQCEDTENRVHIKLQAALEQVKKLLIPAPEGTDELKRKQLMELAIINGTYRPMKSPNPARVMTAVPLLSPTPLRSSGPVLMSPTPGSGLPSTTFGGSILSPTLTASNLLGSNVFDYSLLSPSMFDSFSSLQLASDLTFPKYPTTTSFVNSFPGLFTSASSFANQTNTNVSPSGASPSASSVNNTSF
The depositor's hits bear a star; . = no result given; & = joins results of further samples.

Molecule,MCL1 BIM primary,MEX-5 binding,PAD4 inh,Bcl-xL primary,TPT1 inhibitor,GSTO1 counter,PME-1 primary,Fam108B inh,GLD-1 RNA inh
Cc1nnc(NC(=O)CSc2nnc(Cc3cccn3C)n2CCc2ccccc2)s1,0,-2.1,-4,1,2,-8,1,3,-8
Cn1c(=O)[nH]c(=O)c2c1nc(Br)n2C/C=N/NC(N)=S,5,1.6,-3,2,-5,-3,3,-2,-2
CCCOc1ccccc1NC(=O)c1ccc([N+](=O)[O-])cc1,2,0.4,-1,5,0,-1,-3,-1,3
O=C(N/N=C/c1ccc(O)cc1)c1csc2c1CCCC2,-4,0.6,-2,2,4,6,9,-3,10
O=C(CCc1nc2ccccc2[nH]1)Nc1ccc2c(c1)OCO2,12,0.7,-9,13,-2,8,2,2,-4
O=C(NC(Cc1c[nH]c2ccccc12)C(=O)OCC(=O)c1cccc2ccccc12)c1cccs1 (configuration not stated),-40,13,2,-15,7,-2,-18,-9,-49
CCOC(=O)C1CCN(C(=O)COC(=O)CNC(=O)c2sc3ccccc3c2Cl)CC1,-1,.,2,2,.,.,4,.,6
O=C(CSc1nnc2c(n1)[nH]c1ccccc12)NCc1ccccc1F,12,-0.5,-13,5,-1,-6,-13,-2,-3
Cc1noc(C)c1COc1ccc(C(=O)Nc2nnc(CC(C)C)s2)cc1,-1,.,-5,8,.,.,-3,.,5
CCN(C(=O)COC(=O)CNC(=O)c1ccc2ccccc2c1)C1CCS(=O)(=O)C1 (configuration not stated),-4,1.6,-6,0,1,2,-3,-5,1
COc1ccc(OC)c(C(=O)NC(CC(N)=O)c2ccc(NCc3ccc(F)c(F)c3)c([N+](=O)[O-])c2)c1 (configuration not stated),2,-3.2,0,4,-1,-4,5,0,-4
CC1CCc2c(C(=O)Oc3cccc(-n4cnnn4)c3)csc2C1 (configuration not stated),-2,-3.2,1,0,1,-3,-2,-12,3
C=CCn1c(N)c(C(=O)Nc2ccc(C)c(C)c2)c2nc3ccccc3nc21,8,-2.9,-6,5,2,8,6,2,1
Cc1cc([N+](=O)[O-])cc2c1NC(=O)C2(O)N1CCCCCC1 (configuration not stated),10,-0.9,-2,6,4,0,8,3,7
O=C(COC(=O)c1ccccc1Br)Nc1ccc2[nH]c(=O)[nH]c2c1,-7,-2.6,-3,1,2,-3,-3,-1,-3
CCCCN(CC)S(=O)(=O)c1ccc(C(=O)N(CCCN(C)C)c2nc3cc(C)cc(C)c3s2)cc1,0,-1.2,-4,2,-1,8,5,3,-5
CCOC(=O)C1CCN(C(=O)CNS(=O)(=O)c2ccc(Br)s2)CC1,-2,-1.2,1,2,-1,-8,-1,1,1
Clc1ccccc1N=C1SCCS1,6,-0.3,1,-3,-5,0,-1,3,3
O=C(CN1CCC(n2nnc3cc(F)ccc32)CC1)N1CCCc2ccccc21,-12,-0.2,-7,-2,-3,1,-2,-2,-5
CCOc1cc(CO)c(Br)cc1OCC(=O)O,-1,-2.2,-3,0,-3,0,-1,0,4
CC1(c2ccc3ccccc3c2)NC(=O)N(CC(=O)O)C1=O (configuration not stated),-2,-1.1,-3,1,3,6,-1,0,3
C=CCn1c(SCC(=O)N(CC)C2CCS(=O)(=O)C2)nnc1-c1ccccc1 (configuration not stated),3,.,-5,0,.,.,-1,.,0
COc1ccc(C(=O)CSc2nnc(CNc3ccc(C)cc3C)n2Cc2ccco2)cc1,5,0.7,-1,-2,2,12,-5,2,1
Cc1cccc(N(CC(=O)NC2CCCC2)C(=O)CCCC(=O)Nc2ccccn2)c1,13,0.5,-4,4,2,-7,-4,-1,3
COc1ccc(Cc2c(O)nc(SCC(=O)N3CCCCCC3)[nH]c2=O)cc1,6,0.4,2,7,-6,9,3,4,0
O=C(O)CCC(=O)N1CCc2cc(S(=O)(=O)N3CC=C(c4ccccc4)CC3)ccc21,7,1.2,-6,4,6,3,-4,-10,-4
COC(=O)c1cc(NC(=O)CC2CCCC2)cc(C(=O)OC)c1,-14,-1.3,-2,1,-1,-2,2,0,9
NC(=O)C1CCN(C(=O)CCC(=O)c2ccc(Br)cc2)CC1,1,2.8,-4,0,1,-4,8,2,-6
CC(C)CCNC(=O)NC(=O)COC(=O)c1cc(S(=O)(=O)N2CCOCC2)ccc1N1CCCCC1,-2,-2.0,-1,1,-3,7,1,-7,7
CCOC(=O)N1CCN(c2ccc(C(F)(F)F)cn2)CC1,4,-0.7,3,3,-2,1,-3,2,0
Cc1ccc(C(C)C)c(OCC(=O)NN=C2CCCC2)c1,-3,1.3,0,-1,-2,12,-3,0,4
O=C1c2ccccc2NC(c2ccc([N+](=O)[O-])cc2)N1O (configuration not stated),-6,1.6,-4,-2,1,-2,1,-1,-5
Cc1cc(C(=O)NC(CC(C)C)C(=O)O)cc(C)c1[N+](=O)[O-] (configuration not stated),-6,3.1,-2,2,-1,-2,-2,-5,-2
Cc1ccc(NC(=O)CCNS(=O)(=O)c2ccc3c(c2)CCC(=O)N3)c(Br)c1,-1,4.5,-1,-2,2,-3,0,-4,4
CC12CC(O)C3c4ccc(O)cc4CCC3C1CCC2=O (configuration not stated),6,1.2,-1,3,-1,12,2,-1,1
CN(C)CC(C)(C)CNS(=O)(=O)c1ccc(Cl)c(Cl)c1,0&9,-0.1&-7.4,-3&3,-1&5,-2&2,3&7,1&-1,-1&-10,-5&6
N#Cc1ccc(CSc2nc(N)cc(=O)[nH]2)cc1,1,0.4,-2,4,0,-4,-1,1,5
CCOC(=O)/C(=N\NC(=O)c1ccccc1)c1ccccc1,6,0.5,0,6,2,-3,1,1,6
CC1CCCCN1CCCNC(=O)CN1C(=O)CSc2ccc(S(=O)(=O)N3CCOCC3)cc21 (configuration not stated),1,0.0,0,10,3,1,-4,-6,5
CNc1ccccc1C(C)(C)c1cc(-c2ccc(F)cc2)no1,4,-2.7,-4,-3,-3,1,5,2,1
CCc1noc(C)c1C(=O)N1CC(C)OC(C)C1 (configuration not stated),4,0.6,1,0,0,2,7,-3,7
CCN(CC)S(=O)(=O)c1cccc(NC(=O)c2ccc(Sc3nncn3C)c([N+](=O)[O-])c2)c1,4,-4.5,-1,-4,0,-35,0,9,2
COc1ccc(Nc2nc(N/N=C/c3ccc(N(C)C)cc3)nc(C)c2[N+](=O)[O-])cc1,7,0.2,-4,2,1,1,11,9,10
N=c1c2c3c(sc2ncn1CCCO)CCCC3,10,2.2,-1,3,1,9,-4,7,6
COc1ccc(/C=C/C(=O)OCC(=O)N2CCc3ccccc32)cc1,-18,.,-8,-5,.,.,-8,.,-3
COC(=O)C[N+](C)(C)CC#Cc1ccccc1,10,0.4,0,5,1,8,-5,-1,-5
CCCOc1ccc(/C=N/NC(=O)c2c(-c3ccccc3)noc2C)cc1OC,3,-2.0,2,4,0,-1,-1,-5,4
COc1cccc2cc(C(=O)C3=C(O)C(=O)N(CCN4CCOCC4)C3c3ccc(C(C)(C)C)cc3)oc12 (configuration not stated),0,0.9,-5,0,9,19,-12,-3,3
COc1ccc(CC(=O)NNC(=S)NCC2CC2)cc1OC,9,-2.6,-1,4,0,-9,3,2,-5
CC(C)OCCCN1CN(S(=O)(=O)c2ccc(Cl)cc2)c2nc3ccccc3nc21,5,0.0,4,4,-4,-9,6,4,6
CN(CC(=O)Nc1ccc(SC(F)F)cc1)C1CCCCC1,-1,-0.6,-2,-3,1,0,4,1,-7
O=C(Nc1ccccc1C(F)(F)F)N1CCC(N2CCCCC2)CC1,31,1.5,-5,-1,8,-4,-12,-1,3
O=C(O)C1(c2ccccc2)CCN(S(=O)(=O)c2cccs2)CC1,-1,-1.0,2,-5,15,-1,1,3,-7
CCN=C1SC(C(=O)Nc2ccccc2)CC(=O)N1CC (configuration not stated),6,0.4,2,0,0,2,2,0,3
CN(C)CCNC(=O)/C(=N\O)c1ccccn1,9,-2.4,-4,4,-4,0,-17,1,-6
Cc1ccc(C)c(CN2CCC(n3nccc3NC(=O)CCCc3ccccc3)CC2)c1,0,-0.9,0,-2,-3,-1,7,2,1

(further entries)
Molecule,MCL1 BIM primary,MEX-5 binding,PAD4 inh,Bcl-xL primary,TPT1 inhibitor,GSTO1 counter,PME-1 primary,Fam108B inh,GLD-1 RNA inh
CCc1c(C2(O)CCCCC2)[nH]c2ccc(C(F)(F)F)cc12,4,-0.9,-2,3,2,-3,1,5,4
C/C(CC1CC(C)OC1=O)=N\NC(N)=S (configuration not stated),-3,0.0,1,-5,1,5,-1,2,2
O=C(N/N=C/C=N/NC(=O)c1ccco1)c1ccco1,9,-0.7,-3,3,-1,2,8,2,-2
O=C(COc1ccccc1)N1CCN(c2ncccn2)CC1,3,-0.7,0,7,0,8,3,-3,-8
O=C1CN(C(=O)COc2ccc(Br)cc2)c2ccccc2N1,-3,-1.3,3,1,-3,-6,3,1,5
c1ccc(C[C@H]2CNCCN2CCc2cccc3ccccc23)cc1,3,1.0,7,2,-5,-3,4,-4,5
O=C(Cc1ccc(Br)cc1)NCCc1ccc(Cl)cc1Cl,4,-1.1,-5,2,-3,1,3,-3,1
S=C(c1c[nH]c2ccccc12)N1CCOCC1,4,2.7,1,-1,1,1,0,-4,12
Cc1cc(C)c(NC(=O)/C(C#N)=C/c2ccc(OCc3ccc(F)cc3)cc2)c(C)c1,-4,.,0,1,-6,5,-8,-15,3
O=c1[nH]c(CSc2ccccn2)nc2c1oc1ccccc12,10,0.3,-4,4,1,-13,-4,-2,-8
Cc1cccc(NC(=O)C2(C)CC3c4ccccc4C2c2ccccc23)c1C (configuration not stated),3,1.2,-1,3,0,-1,-3,-3,0
Cc1ccc(S(=O)(=O)N2CCN(C(=O)Cc3c(F)cccc3Cl)CC2)cc1,-6,-0.4,-1,6,-2,0,5,2,6
CCOc1ccc(C(C)NC(=S)NCc2ccc(Cl)cc2)cc1 (configuration not stated),10,2.2,-2,6,-1,-3,-2,0,-1
CCCn1c(N)c(N(CCOC)C(=O)c2ccc(N3CCCC3=O)cc2)c(=O)[nH]c1=O,-16,-1.5,4,-11,-1,6,4,2,1
COc1ccc(CNC(=O)CCCn2nc(C)c3c(C)n(-c4ccc(C)cc4)nc3c2=O)cc1OC,-2,0.1,-6,8,0,-10,6,4,8
O=C(NCc1ccc(F)cc1)c1ccccc1OCc1ccccc1,1,3.0,-1,1,-1,8,0,0,-1
COc1ccc(CC(=O)n2nc(-c3ccc(Cl)cc3)nc2NCc2ccco2)cc1,9,2.9,-5,1,-2,-2,7,2,-5
CC1(C)Oc2ccc(C(=O)N3CCCC3)cc2N(CC(=O)NCc2ccccc2)C1=O,-6,0.2,-4,7,-5,1,2,0,1
Cc1ccc(CS(=O)(=O)Cc2ccc(C(=O)NCC3CCCO3)o2)cc1 (configuration not stated),6,0.9,2,8,1,-1,1,0,5
COc1ccc(-n2c(=O)c3c4c(sc3n(CC(=O)Nc3cc(C)[nH]n3)c2=O)CCC4)c(OC)c1,5,-0.2,1,3,4,8,3,6,-6
O=C1C2C3C=CC(C3)C2C(=O)N1c1ccc(N2CCN(c3ccccn3)CC2)c([N+](=O)[O-])c1 (configuration not stated),0,0.9,0,-1,0,-1,3,4,7
COc1ccc(N2C(S)=C(C#N)C(=O)NC23CCCCC3)cc1,13,-0.2,-1,15,0,6,0,5,8

Some of the compounds tested (hit frequency here may not be typical).
